Source: PubChem
SENP7 inh: SENP7 protease inhibitors, primary screen, biochemical, luminescence, uHTS | recombinant SENP7, Z-RLRGG-aminoluciferin luminescence, 40 min | hit rate 1.5% among 330,000 | Sentrin-specific protease 7 (Homo sapiens), Q9BQF6 | inhibition, % at 5 µM | AID 434973, 2010;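 active = inhibition above about 50% at the single test dose, limit read from the data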;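 note: plate controls were DMSO with enzyme for no effect and no enzyme buffer wells for full effect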
SENP6 inh: SENP6 protease inhibitors, primary screen, biochemical, luminescence, uHTS. Sentrin-specific protease 6 (Homo sapiens), Q9GZR1. Recombinant SENP6 catalytic domain, aminoluciferin luminescence. inhibition, % at 10 µM. hit rate 1.8% among 330,000. AID 2599, 2010;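 active = inhibition above about 50% at the single tested dose, limit read from the data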;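 note: plate controls were DMSO wells with enzyme for no effect and DMSO wells lacking enzyme for full effect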
ATG4B inh: ATG4B protease inhibitors, primary screen, biochemical, fluorescence, uHTS; inhibition, % at 8.33 µM; Cysteine protease ATG4B (Homo sapiens), Q9Y4P1; hit rate 0.51% among 340,000; AID 504462, 2011; ATG4B cleavage of LC3-PLA2, NBD-HPC fluorescence, 1 h; in the data active = inhibition above about 40%
HKDC1 inh: HKDC1 hexokinase inhibitors, primary screen, biochemical, fluorescence, uHTS | recombinant HKDC1, G6PDH/diaphorase resazurin coupled fluorescence | hit rate 0.16% among 340,000 | Q2TB90 | inhibition, % at 20 µM;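 active = inhibition above about 35% when tested at 20 µM, limit read from the data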;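 note: plate controls were DMSO wells with enzyme for no effect and DMSO wells lacking enzyme for full effect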
Target sequence (Q2TB90 whole entry, looked up): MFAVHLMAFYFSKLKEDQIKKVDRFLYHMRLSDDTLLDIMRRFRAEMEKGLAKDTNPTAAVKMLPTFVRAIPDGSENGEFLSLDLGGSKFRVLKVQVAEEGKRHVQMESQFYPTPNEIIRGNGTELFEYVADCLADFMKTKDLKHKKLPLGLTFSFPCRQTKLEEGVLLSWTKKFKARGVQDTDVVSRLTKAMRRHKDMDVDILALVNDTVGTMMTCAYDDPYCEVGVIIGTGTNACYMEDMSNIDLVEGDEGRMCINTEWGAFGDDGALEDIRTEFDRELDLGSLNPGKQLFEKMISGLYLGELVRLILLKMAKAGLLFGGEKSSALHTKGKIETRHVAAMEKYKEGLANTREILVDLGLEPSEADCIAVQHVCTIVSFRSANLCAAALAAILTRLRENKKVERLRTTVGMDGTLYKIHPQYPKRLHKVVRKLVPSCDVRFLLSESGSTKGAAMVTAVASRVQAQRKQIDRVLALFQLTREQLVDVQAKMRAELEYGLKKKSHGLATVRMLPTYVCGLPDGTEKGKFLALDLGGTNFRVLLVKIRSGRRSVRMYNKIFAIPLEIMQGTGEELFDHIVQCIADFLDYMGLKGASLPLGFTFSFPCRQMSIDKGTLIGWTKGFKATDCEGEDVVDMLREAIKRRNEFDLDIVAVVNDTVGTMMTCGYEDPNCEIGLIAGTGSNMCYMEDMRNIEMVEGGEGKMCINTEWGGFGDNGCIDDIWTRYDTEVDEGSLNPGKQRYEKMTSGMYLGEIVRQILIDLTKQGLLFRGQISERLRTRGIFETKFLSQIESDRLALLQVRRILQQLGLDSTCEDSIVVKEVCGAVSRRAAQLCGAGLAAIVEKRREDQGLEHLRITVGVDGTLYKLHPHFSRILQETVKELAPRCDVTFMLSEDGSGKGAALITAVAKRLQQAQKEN
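test system = in-house recombinant HK5 (HKDC1) enzyme | amount = HKDC1 at 5 µg/mL | control set = DMSO-enzyme wells negative, buffer-substituted wells positive | compound = one dose of 20 µM, 1% DMSO | schedule = reaction time 90 min, room temperature, protected from light | technique = resorufin fluorescence at 613 nm | reagent = glucose with 1 mM ATP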
SENP8 block: human SENP8 protease inhibitors, primary screen, biochemical, fluorescence, Nedd8 protein substrate, uHTS | Sentrin-specific protease 8 (Homo sapiens), Q96LD8 | recombinant SENP8 | inhibition, % at 20 µM | hit rate 0.64% among 360,000 | AID 602440, 2012; in the data active = inhibition mostly above about 40%, no sharp cut-off; inactive = mostly below about 27%
MPTP inh: mitochondrial permeability transition pore inhibitors, primary screen, biochemical, isolated mouse mitochondria, absorbance | Ca2+ swelling absorbance, 30 min | inhibition, % at 10 µM | hit rate 1.4% among 360,000 | AID 602449, 2012;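 active = inhibition of 50% or more, scaled per plate between neutral and stimulator controls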;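 note: 0% = DMSO wells given calcium and 100% = 1 mM EGTA wells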
PfG6PD inh: PfG6PD enzyme inhibitors, primary screen, biochemical, fluorescence intensity, uHTS; glucose-6-phosphate dehydrogenase-6-phosphogluconolactonase (Plasmodium falciparum 3D7); PfGluPho enzyme, NADPH resazurin-diaphorase fluorescence; inhibition, % at 20 µM; hit rate 0.78% among 350,000;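 active = inhibition reaching at least a set limit at 20 µM in the primary screen, cut at about 59% in these data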;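 note: 0% = DMSO wells with substrate and 100% = DMSO wells lacking glucose-6-phosphate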
NR3A LBD binder: binders of NR3A ligand-binding domain, primary screen, biophysical, differential scanning fluorimetry, uHTS; Tm shift relative to glycine control, % at 25 µM; NR3A LBD differential scanning fluorimetry, Tm shift; 0% = protein alone, 100% = glycine-bound protein; hit rate 2.5% among 340,000; Glutamate receptor ionotropic, NMDA 3A (GRIN3A) ligand-binding domain;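 active = melting temperature shift of at least 10% of the positive control shift, at one fixed dose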
Starred values were filed as active, the others as inactive; i = inactive; . = not tested or not shown; & = joins results of further samples.

SMILES | SENP7 inh | SENP6 inh | ATG4B inh | HKDC1 inh | SENP8 block | MPTP inh | PfG6PD inh | NR3A LBD binder
CCCCCCSc1nc(O)c(C2OC(=O)c3c2ccc(OC)c3OC)c(=O)n1CC (stereo unspecified) | 6 | -2 | 25 | 9 | 29 | 1.7 | -54 | 0
Cc1ccccc1NC(=O)c1ccc(Cn2cc([N+](=O)[O-])cn2)o1 | 3 | 1 | -11 | -7 | 1 | 0.7 | 9 | -6
Cc1ccc(Cl)cc1N1CCN(S(=O)(=O)c2c(C)[nH]c(C)c2C(=O)N2CCCCC2)CC1 | 0 | 6 | -14 | -1 | -2 | -1.5 | 8 | -5
O=C(/C=C\c1ccccc1)Nc1ccc(NC(=O)c2ccco2)cc1 | 1 | 7 | 15 | 0 | 7 | -1.3 | -13 | 25*
CC(=O)c1ccc(OCc2cc(C(=O)N(C)Cc3ccccn3)no2)cc1 | -11 | -2 | 3 | -7 | 1 | 0.0 | 5 | 4
CSc1cc(-c2ccc(Cl)cc2)c(C(=O)N2CCCC2)s1 | 8 | -26 | -7 | 1 | 21 | -1.3 | -25 | -14
CC(=O)N1CSCC1C(=O)N1CCN(c2ccc(N3CCOCC3)nn2)CC1 (stereo unspecified) | -1 | 0 | -5 | -7 | -402 | -1.0 | -1 | 1
COc1ccc(-c2nc3c(c(SCC(=O)N4CCOCC4)n2)COC(C)(C)C3)cc1 | 8 | 12 | -9 | 2 | 4 | -2.1 | -7 | 4
O=C(O)CC1COc2ccccc2N1C(=O)c1ccccc1Cl (stereo unspecified) | -3 | -7 | 10 | -5 | 0 | -0.3 | -10 | 0
CCOC(=O)c1c(NC(=O)C2Cc3ccccc3C(=O)O2)sc2c1CCCC2 (stereo unspecified) | -3 | -4 | 3 | 0 | -18 | 0.1 | -7 | -1
Fc1ccc(C2CCCN2Cc2nc(Cc3ccccc3F)no2)cc1 (stereo unspecified) | 7 | -13 | 3 | 4 | 18 | -0.2 | 4 | 0
Cc1ccc(F)cc1NC(=O)CCc1c(C)nn(-c2ccc(N3CCCCC3)nn2)c1C | 2 | -20 | -5 | 1 | -24 | -1.0 | -6 | 2
Cc1nn(C)c(C)c1NS(=O)(=O)c1c(C)n[nH]c1C | -7 | -17 | 1 | -5 | -1 | -0.2 | 0 | 1
CCOC(=O)c1ccc(NC(=O)Cn2nc(C)c3ccccc3c2=O)cc1 | 11 | 8 | 0 | -6 | -1 | 0.6 | -6 | 1
CCCC(=O)n1nc(-c2cccnc2)nc1NCc1ccccc1 | . | . | 29 | -7 | 25 | 0.3 | 21 | -2
CCN1CCN(C(c2cccs2)C(C)NC(=O)NC2CCCCC2)CC1 (stereo unspecified) | 12 | -23 | -4 | -1 | 9 | -1.8 | -1 | -2
Cc1cc(C(=O)N/N=C/c2ccc(-c3ccc([N+](=O)[O-])cc3C)o2)n[nH]1 | -7 | -4 | 1 | -1 | -136 | -1.4 | -1 | 3
Cc1ccccc1OCC(=O)NC(=S)Nc1ccccc1N1CCN(S(C)(=O)=O)CC1 | -2 | 2 | -10 | 10 | 5 | 3.0 | 6 | -3
CC(OC(=O)Cc1n[nH]c(=O)c2ccccc12)C(=O)Nc1cc(Cl)cc(Cl)c1 (stereo unspecified) | -3 | -3 | -16 | 5 | 10 | -1.6 | 7 | 3
O=C(NCC1CCCO1)C(c1ccncc1)N(Cc1ccc(F)cc1)C(=O)CN1C(=O)c2ccccc2S1(=O)=O (stereo unspecified) | 3 | -12 | -1 | -7 | 10 | -1.1 | -3 | -2
CC(=O)c1ccc(OCC(O)CN2CCN(Cc3ccc4c(c3)OCO4)CC2)cc1 (stereo unspecified) | -2 | -2 | -1&-4 | -2&-7 | 6&12 | -0.8&-1.3 | -21&-10 | 3&0
CCOC(=O)[C@H]1[C@H]2COc3ccccc3[C@@H]2N2C(=O)c3cc(Br)ccc3NC(=O)[C@@]12C | -7 | -13 | 3 | 2 | 23 | -0.5 | -7 | 3
CN(C(=O)COC(=O)C1CCN(S(=O)(=O)c2ccc3c(c2)OCCO3)CC1)c1ccccc1 | 12 | -26 | -17 | -4 | 4 | 0.5 | 3 | 3
COc1ccccc1C(=O)N1CCN(C(=O)c2oc3ccc(C)cc3c2C)CC1 | -2 | 1 | 6 | 5 | 14 | 0.2 | -11 | 0
Cc1ccc(F)c(NC(=O)c2c(-c3ccccc3)noc2C)c1 | -1 | 0 | -6 | -2 | 8 | 1.1 | 10 | 4
N#Cc1ccc(C(CC(=O)O)N2Cc3ccccc3C2=O)cc1 (stereo unspecified) | 4 | -2 | -3 | -6 | 27 | 0.1 | 12 | 3
COc1ccc(C)cc1NC(=O)COC(=O)C1CCN(C(=O)c2ccc(Cl)cc2)CC1 | -10 | -29 | -4 | 0 | 2 | -1.5 | 10 | -1
CC(=O)c1ccc(N(C(=O)CNC(=O)c2ccco2)C(C(=O)NC2CCCC2)c2ccc(C)o2)cc1 (stereo unspecified) | -6 | 0 | 2 | -1 | 1 | -0.3 | 3 | 1
COc1ccc(C)cc1S(=O)(=O)NC1CC1 | -19 | 2 | -2 | 3 | 19 | 0.5 | -13 | 0
C=CCN(C(=O)CSc1nc2ccsc2c(=O)n1Cc1ccccn1)c1ccccc1 | 0 | -10 | -6 | -2 | 15 | -0.7 | 3 | -2
CCN(c1ccccc1)S(=O)(=O)c1cccc(C(=O)NCC(c2cccs2)N2CCOCC2)c1 (stereo unspecified) | -11 | -10 | -9 | -5 | 0 | -0.1 | -9 | 1
COc1ccc(N2C(=O)CC(Sc3nc4c(cc3C#N)CCC4)C2=O)cc1 (stereo unspecified) | 2 | 3 | -11 | -9 | -14 | -0.1 | 6 | 2
CCc1ccc(C(=O)CN(C#N)c2nc(C)cc(C)n2)cc1 | -2 | 15 | -10 | -2 | 19 | 0.7 | 14 | 0
CC1=NOC(=O)/C1=C\c1ccc(-c2ccccc2Br)o1 | . | . | 16 | 35 | -6 | 2.8 | 95* | 8
O=C(Nc1nc2ccccc2s1)C1CCN(C(=O)c2ccco2)CC1 | 1 | -6 | -6 | -3 | 11 | 0.2 | 2 | -2
O=c1[nH]c2ccc(S(=O)(=O)N3CCN(C4CCCCC4)CC3)cc2[nH]c1=O | -2 | 2 | 6 | 5 | -203 | -0.6 | -24 | -2
Cc1nnc(NCc2ccncc2)c2ccccc12 | 10 | 16 | -15 | 1 | -13 | 0.2 | 6 | -5
CC(=O)Nc1cc(C(=O)N2CCCC2)ccc1S(=O)(=O)c1ccc(Cl)cc1 | 8 | -13 | -9 | -12 | -13 | -1.3 | -4 | 0
CCOC(=O)C1C(=O)NC(N2CCCCC2)=NC1c1ccco1 (stereo unspecified) | 5 | -9 | -11 | -1 | 7 | -0.4 | -3 | -11
Cc1ccc(Nc2nc3c([nH]2)c(=O)n(C)c(=O)n3C)cc1 | 2 | -21 | -2 | -3 | -1 | 2.4 | 26 | -1
Fc1ccccc1CSc1ncnc2c1ncn2C1CCCCO1 (stereo unspecified) | . | . | 1 | -1 | 15 | 1.5 | -11 | -1
COc1ccc(/C=N/NC(=O)COc2ccccc2-c2ccccc2)cc1 | 5 | 0 | 7 | -2 | 18 | 4.3 | 13 | -12
CCN1C(=O)[C@H]2[C@@H](c3ccc(-c4ccc(OC)cc4)cc3)N[C@@](CC(C)C)(C(=O)OC)[C@H]2C1=O | 8 | 1 | -9 | -4 | i | 0.9 | -3 | 0
O=C(c1ccco1)N1CCN(S(=O)(=O)c2ccccc2[N+](=O)[O-])CC1 | 1 | 14 | -3 | -11 | 10 | -0.1 | -2 | -1
COC(=O)CNC(=O)COC(=O)c1cc(F)c(F)cc1Cl | 0 | -6 | 4 | -4 | 26 | 0.1 | -9 | 0
CS(=O)(=O)n1nc(-c2ccc(Cl)cc2)nc1SCc1ccccc1 | 3 | -1 | 10 | -1 | 10 | 3.1 | 6 | -9
O=C1CSC(=S)N1/N=C/c1c(F)cccc1F | -1 | -5 | -6 | -4 | 8 | 0.3 | 16 | -4
COc1cccc(NC(=O)CN(C)C(=O)CC(C)c2ccccc2)c1 (stereo unspecified) | -2 | -10 | 0 | -9 | -1 | 0.6 | 9 | -3
O=C(C1CCCN1S(=O)(=O)c1ccc(Cl)c(Cl)c1)N1CCCCC1 (stereo unspecified) | -10 | -15 | -12 | -2 | 0 | -2.1 | 0 | -1
Cc1ccsc1-c1nc(-c2ccccc2)c(-c2ccccc2)[nH]1 | 6 | -2 | 34 | 6 | -265 | 44 | 6 | -9
CCCCC(=O)Nc1nc2ccc(C(=O)OC)cc2s1 | -12 | -36 | -6 | -7 | -8 | 2.7 | 1 | 1
Cc1ccccc1CNC(=O)CN(c1cccc([N+](=O)[O-])c1)S(C)(=O)=O | -14 | -22 | -2 | -6 | 11 | 0.1 | -20 | -2
Cc1c(C(=O)Nc2ccncc2)sc2nc(-c3ccccc3)cn12 | 4 | -8 | -29 | -3 | -50 | 1.2 | 78* | 2
CCCCc1nc2ccccc2n1CC(=O)NN | 5 | 0 | 3 | 1 | 3 | -1.5 | -5 | -4
COc1ccc(C2=NOC(C(=O)NCC(C)C)C2)cc1 (stereo unspecified) | 5 | -1 | -6 | -5 | 21 | -2.4 | -3 | 0
COC(=O)COC(=O)c1ccc(-n2nnnc2SC)cc1 | -11 | -5 | 0 | 0 | 7 | 1.1 | 2 | 0

More entries
SMILES | SENP7 inh | SENP6 inh | ATG4B inh | HKDC1 inh | SENP8 block | MPTP inh | PfG6PD inh | NR3A LBD binder
CCN1C(=O)[C@@H]2[C@@H](c3ccc(-c4ccc(F)cc4)c(OC)c3)N3CCCC[C@@]3(C(=O)OC)[C@@H]2C1=O | 1 | -9 | -18 | -1 | 0 | -1.2 | 19 | -2
O=C(CC(NC(=O)c1ccccc1)c1ccccc1)Nc1ccc(F)c(F)c1 (stereo unspecified) | -4 | -18 | -5 | -13 | 12 | 2.4 | 24 | 8
O=C(CCCN1C(=O)CCC1=O)Nc1ccc(Cl)c(C(F)(F)F)c1 | 8 | 6 | -6 | -3 | 20 | 0.3 | 10 | -1
O=C(Cc1ccc(Cl)cc1)NCCN1CCCC1 | -5 | -6 | 3 | 4 | 16 | 21 | -13 | 0
CCN(C[C@H]1N[C@@](CC)(C(=O)OC)[C@H]2C(=O)N(C)C(=O)[C@@H]12)S(=O)(=O)c1ccc(C)cc1 | -1 | 22 | -2 | -9 | 1 | 1.1 | -2 | -3
CCN(CC(=O)Nc1ccc(S(=O)(=O)N2CCOCC2)cc1)Cc1ccccc1 | -13 | -12 | 1 | -4 | 9 | -0.4 | -4 | -4

One compound at a time (already shown). Values in the order: SENP7 inh	SENP6 inh	ATG4B inh	HKDC1 inh	SENP8 block	MPTP inh	PfG6PD inh	NR3A LBD binder
CCN1C(=O)[C@@H]2[C@@H](c3ccc(-c4ccc(F)cc4)c(OC)c3)N3CCCC[C@@]3(C(=O)OC)[C@@H]2C1=O is listed with 1	-9	-18	-1	0	-1.2	19	-2
O=C(CCCN1C(=O)CCC1=O)Nc1ccc(Cl)c(C(F)(F)F)c1 is listed with 8	6	-6	-3	20	0.3	10	-1
CCN(C[C@H]1N[C@@](CC)(C(=O)OC)[C@H]2C(=O)N(C)C(=O)[C@@H]12)S(=O)(=O)c1ccc(C)cc1 is listed with -1	22	-2	-9	1	1.1	-2	-3
